G9a inh = qHTS Assay for Inhibitors of Histone Lysine Methyltransferase G9a. Potency, µM (highest dose often 102 µM), for inactives: at the top dose activity, negative = inhibition, hits mostly inhibitors. Histone-lysine N-methyltransferase EHMT2 (Homo sapiens), Q96KQ7. 350,000 tested, 8.8% active. G9a H3K9 monomethylation, AlphaScreen, 2 h; note: potency is the fitted concentration of half-maximal effect; % is set by controls: 0 for no effect and ±100 for the full control effect; nearly all actives have a fitted effect of over 75% in size
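Using a bead-based AlphaScreen, monomethylated H3K9 product from 2 h room-temperature reactions (G9a 20 nM, peptide 500 nM, SAM 20 uM) was detected with 0.5 ug/mL rabbit anti-H3K9me1 antibody.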
ERG Ets-DNA blk = qHTS for Small Molecule Inhibitors of the ERG Ets/DNA interaction | Potency, µM (series often up to 76.9 µM), for the others: at the top dose FP activity, negative = inhibition, most hits filed as inhibitors | 370,000 tested, 0.028% active | Transcriptional regulator ERG (Homo sapiens), P11308 | fluorescence polarization, His-ERG Ets domain / labelled DNA | AID 624246, 2012; active = well fitted inhibition curve with a large enough effect in the polarisation, with a control signal flat; inconclusive = small, poorly fitted or top-dose-only effect, or effect the other way, or a change in a side signal; inactive = no such curve, though single readings can be large or run the other way; the % refers to the polarisation;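 note: polarization taken with two DNA probes labelled with fluorescein and Texas red; potency is the fitted concentration of half-maximal effect; % of control where 0% means no effect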
Target sequence (P11308 whole entry, looked up, the tested form may be a part): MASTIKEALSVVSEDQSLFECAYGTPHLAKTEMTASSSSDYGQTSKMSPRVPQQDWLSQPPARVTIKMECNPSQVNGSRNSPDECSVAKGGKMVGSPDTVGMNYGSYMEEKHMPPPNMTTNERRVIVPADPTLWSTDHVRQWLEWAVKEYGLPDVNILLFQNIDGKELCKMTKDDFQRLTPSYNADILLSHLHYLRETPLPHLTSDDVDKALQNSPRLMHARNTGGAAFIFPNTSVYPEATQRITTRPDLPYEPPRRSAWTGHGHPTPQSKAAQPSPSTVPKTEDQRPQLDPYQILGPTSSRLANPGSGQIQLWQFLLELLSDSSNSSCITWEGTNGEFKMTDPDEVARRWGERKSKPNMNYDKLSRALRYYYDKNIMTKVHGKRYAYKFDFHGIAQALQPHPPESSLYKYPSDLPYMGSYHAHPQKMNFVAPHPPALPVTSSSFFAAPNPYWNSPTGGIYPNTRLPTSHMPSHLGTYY
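His-tagged ERG Ets domain (1 uM in the protein solution; 300mM KCl, 50mM Tris-HCl, 1mM EDTA, 1mM DTT, pH 7.5) received compound, then a probe mix of 5 nM fluorescein-DNA and 100nM Texas-615-DNA. Fluorescence polarization was read for both dyes.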
JMJD2A Tudor = qHTS Assay for Inhibitors of JMJD2A-Tudor Domain. 390,000 tested, 4.4% active. AID 504339, 2011. Potency, µM (top dose mostly 114 µM), without a hit: at the highest dose activity change, negative = inhibition, hits mostly inhibitors. Lysine-specific demethylase 4A (Homo sapiens), O75164. AlphaScreen JMJD2A-Tudor / H3K4me3 peptide binding; note: potency is the fitted concentration of half-maximal effect; % is set by controls: 0 for no effect and ±100 for the full control effect; nearly all actives have a fitted effect of over 50% in size
BAZ2B inh = qHTS Assay for Inhibitors of BAZ2B | AID 504333, 2011 | AlphaScreen BAZ2B-H3K14Ac peptide displacement | 360,000 tested, 4.4% active | Potency, µM (highest dose often 114 µM), without a hit: at the highest dose activity change, negative = inhibition, actives largely listed as inhibitors | Bromodomain adjacent to zinc finger domain protein 2B (Homo sapiens), Q9UIF8; note: potency is the fitted concentration of half-maximal effect; % is set by controls: 0 for no effect and ±100 for the full control effect; nearly all actives have a fitted effect of over 60% in size
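BAZ2B (50 nM) with biotin-H3(5-23)K14Ac peptide (50 nM) in PBS pH 7.4, 0.01% Tween-20, preformed 30 min, then compound 30 min at room temperature; top concentration 110uM. AlphaScreen streptavidin donor/nickel chelate acceptor beads (10 ug/mL final), 20 min dark, signal read.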
12-LOX inh = Primary qHTS assay for inhibitors of human arachidonate 12S-lipoxygenase (ALOX12): Round 2; purified 12hLO, xylenol orange hydroperoxide absorbance; Potency, µM (doses to about 108 µM), for inactives: top-dose activity change, negative = inhibition, usual class: inhibitors; 580,000 tested, 1.1% active; note: potency is the fitted concentration of half-maximal effect; % is set by controls: 0 for no effect and ±100 for the full control effect
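Purified human 12hLO (150 nM final) in 25 mM Hepes, 0.01% Triton X-100, pH 7.0 was preincubated 15 min at room temperature with compound. Then 40 uM arachidonic acid was added, 30 min. Hydroperoxide was read by Fe-XO absorbance ratio 573/405 nm.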
RGS4 inhibitor = Inhibitors of Regulator of G Protein Signaling (RGS) 4: qHTS; Transcreener GDP fluorescence polarization, RGS4-accelerated GTP hydrolysis; Potency, µM (doses to about 114 µM), without a hit: at the highest dose activity change, negative = inhibition, actives largely listed as inhibitors; 390,000 tested, 0.039% active; note: potency is the fitted concentration of half-maximal effect; % is set by controls: 0 for no effect and ±100 for the full control effect; nearly all actives have a fitted effect of over 75% in size; some results filed as inactive show a strong effect at the top dose
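MLSMR compounds (23 nl, pin-transferred) preincubated 10 min at room temperature with a 500nM (2x) first reagent, then RGS4 at 900nM (2x) plus Transcreener GDP mix added; fluorescence polarization (620/688 nm) read before and after 90 min at 30 °C.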
HP1b binding inh = HTS for Inhibitors of HP1-beta Chromodomain Interactions with Methylated Histone Tails; Potency, µM (top dose mostly 114 µM), for inactives: at the highest dose activity change, negative = inhibition, actives largely listed as inhibitors; AlphaScreen HP1-beta / biotin-H3K9me3 peptide binding; 390,000 tested, 0.56% active; note: potency is the fitted concentration of half-maximal effect; nearly all actives have a fitted effect of over 70% in size; inactives centre near 23
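HP1-beta protein (50 nM final) preincubated 30 min at room temperature with biotinylated H3(1-18)K9me3 peptide (50 nM) in PBS pH 7.4, 0.01% Tween-20, then compound added for 30 min. AlphaScreen streptavidin donor/nickel chelate acceptor beads (10 ug/mL final), 30 min dark, luminescence read.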
GLS inhibitor = qHTS for Inhibitors of Glutaminase (GLS). AID 624170, 2012. Glutaminase kidney isoform, mitochondrial (Homo sapiens), O94925. 410,000 tested, 0.21% active. Potency, µM (highest dose often 45.5 µM), inactives show at the top dose activity change, negative = inhibition, usual class: inhibitors. GLS enzymatic activity, qHTS titration; note: potency is the fitted concentration of half-maximal effect; % is set by controls: 0 for no effect and ±100 for the full control effect
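Assay buffer: 45 mM KH2PO4 pH 8.2, 0.02% Tween-20. hKGA acts on L-glutamine (1 mM solution added); product glutamate is reported by an oxidase/peroxidase Amplex Red coupling, with fluorescence taken at baseline and 30 min.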
PI4K2A block = qHTS for small molecular inhibitors of PI4K2A | activity change, negative = inhibition, % at 76.9 µM | purified PI4K2A, ADP-Glo luminescence, 1 h; active compounds read low | Phosphatidylinositol 4-kinase type 2-alpha (Homo sapiens), Q9BTU6 | 420,000 tested, 0.13% active; in the data active = activity change below about -50%; inconclusive = mostly about -30% to -49%;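 note: -100% = wells without enzyme as full effect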
Target sequence (Q9BTU6 whole entry, looked up): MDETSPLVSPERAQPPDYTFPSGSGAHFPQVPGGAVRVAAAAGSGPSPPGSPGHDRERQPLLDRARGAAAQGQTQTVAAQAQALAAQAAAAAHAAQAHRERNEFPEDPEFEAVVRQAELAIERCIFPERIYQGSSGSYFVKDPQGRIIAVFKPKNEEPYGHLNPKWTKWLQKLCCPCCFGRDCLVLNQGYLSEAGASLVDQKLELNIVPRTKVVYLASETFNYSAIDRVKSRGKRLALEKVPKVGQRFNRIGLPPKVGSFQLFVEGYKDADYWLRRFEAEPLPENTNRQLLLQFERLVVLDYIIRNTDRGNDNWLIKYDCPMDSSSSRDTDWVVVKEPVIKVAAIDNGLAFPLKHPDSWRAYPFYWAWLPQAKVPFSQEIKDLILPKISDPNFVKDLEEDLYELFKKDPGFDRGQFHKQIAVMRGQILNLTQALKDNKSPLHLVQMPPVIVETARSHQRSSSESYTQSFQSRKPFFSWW
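In this quantitative HTS, ADP production by PI4K2A was quantified luminescently after 1 h at ambient temperature; 100 microM adenosine served as plate-quality control.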
Active calls of the source: *; ? = inconclusive; . = no result given; [ ] = remark or other dose. Unless noted, calls come from the whole dose curve; as a rule, active = well fitted curve in the direction sought with a large enough effect; inconclusive = small, poorly fitted or top-dose-only effect, or another doubt; inactive = no such curve, though single readings can be large; an effect the other way counts as inactive or inconclusive. Not all compounds are listed; the hit share may differ from the screen's.

structure | G9a inh | ERG Ets-DNA blk | JMJD2A Tudor | BAZ2B inh | 12-LOX inh | RGS4 inhibitor | HP1b binding inh | GLS inhibitor | PI4K2A block
COc1ccccc1NC(=O)Cn1c(=O)n(CCC(=O)NCC2CCCO2)c(=O)c2cc(OC)c(OC)cc21 (stereo not drawn) | -5%[59 µM] | ? | -9% | 3% | -2% | 39% | 30% | -5% | 2
Brc1cc2ccccc2[n+](Cc2ccccc2)c1 | -9%[2.33 µM] | -1% | -15% | -1% | -3% | -5% | 37% | 0% | 2
Cc1cccc(SC2CCN(C(=O)C3CCC(=O)N(C4CC4)C3)CC2)c1 (stereo not drawn) | -1% | 4% | 4% | -3%[57.1 µM] | 4% | 33% | 14% | 6% | 1
COc1ccc(NC(=O)c2nc[nH]c2C(=O)N[C@@H](C)c2ccccc2)cc1 | 17%[59 µM] | 5% | ? | -8% | -24% | 3% | 11% | 2% | -3
CCOc1cc(C)c(S(=O)(=O)Nc2ccc(Cl)cn2)cc1C | -4%[12.7 µM] | -2% | -12% | -11% | -7% | 26% | 21% | 4% | -4
Cc1ccc2c(c1)-c1c(cnn1CC(=O)N1CCN(c3cc(C)ccc3C)CC1)CO2 | -1%[59 µM] | -8% | -14% | -1% | -18% | 15% | 10% | 7% | -3
CCC(CC)C(=O)Nc1cccc(C(=O)NC(C)(C)C)c1 | 4% | -10% | 6% | 0% | -2% | -20% | 16% | -12% | 4
CCc1ccc(Nc2ncc3c(n2)CC(C)CC3=O)cc1 (stereo not drawn) | -6% | -7% | 0% | 7% | 0% | -5% | 22% | -8% | 1
O=C(CSc1nnc(CNC(=O)c2ccccc2)o1)NCc1ccco1 | . | 0% | -23% | -12% | 0% | 15% | 42%[activator] | 0% | 0
CCCOC(=O)C1C2C=CC3(CN(c4cccc(Cl)c4)C(=O)C13)O2 (stereo not drawn) | -15% | 3% | 1% | 5% | 226%[activator] | -10% | 43%[activator] | -3% | -3
CCOC(=O)c1ccccc1NC(=O)c1cccc([N+](=O)[O-])c1 | 23%[59 µM] | -4% | -15% | ? | 17% | 0% | 50% | -2% | 5
COc1ccccc1-c1c(C)oc2cc(OCC(=O)OCc3ccccc3)ccc2c1=O | 20%[59 µM] | -5% | -7% | -7% | 8% | -12% | 13% | 9% | 1
CC1CCN(CCOCCOc2ccc(Cl)cc2Br)CC1 | 10µM* | . | 4.5µM* | 79µM* | ? | -3% | ? | 6% | 0
O=c1c(C(c2c(O)nc3n(c2=O)CCS3)c2cccc3ccccc23)c(O)nc2n1CCS2 | ? | -7% | ? | -28% | 32µM* | -26% | 16% | 31%[activator] | -16
Cn1c(SCC(=O)N2CCCc3ccccc32)ncc(C(=O)Nc2ccc(F)cc2)c1=O | -2%[59 µM] | 3% | 2% | 2% | 1% | -14% | 32% | 6% | 1
Cc1ccc(N2C(=O)C3C4C=CC(C4)C3C2=O)cc1C (stereo not drawn) | 2% | 0% | -1% | 2% | 19% | 41% | 13% | -6% | 1
O=S(=O)(c1ccc(F)cc1)c1nc(-c2ccccc2F)oc1N1CCCCC1 | ? | 6% | -25% | ? | -27% | -26% | -12% | 2% | 5
CC1CCCCN1C(=O)c1cc(-c2ccc3c(c2)OCO3)on1 (stereo not drawn) | ? | -8% | -14% | 5% | -10% | 28% | 14% | 10% | -4
CC(C)NC(=O)CSCc1ccccc1Cl | ? | 3% | 11%[57.1 µM] | -5% | ? | 11%[11.4 µM] | 25% | 1% | -8
CCc1ccccc1NC(=O)CN1CCN(C(=O)CNC(=O)c2ccccc2F)CC1 | -9%[2.33 µM] | 1% | 6% | 8% | -10% | -17% | 28% | -1% | 1
O=C1Nc2ccccc2C(O)(C(=O)NCc2ccc3c(c2)OCO3)N1c1ccccc1 (stereo not drawn) | -6%[59 µM] | 2% | -3% | 8% | 0% | -7% | 42%[activator] | 6% | -3
Cc1cc(OCC(=O)NCC(c2ccc(F)cc2)N2CCOCC2)ccc1Cl (stereo not drawn) | ? | -6% | 6% | 7% | 4% | -4% | 9% | 2% | -4
O=C(Nc1c(C(=O)N2CCN(c3ccccc3F)CC2)oc2ccccc12)c1cccc(F)c1 | -15%[59 µM] | 4% | -5% | ? | -14% | 3% | 49%[activator] | 14% | 1
CCN(CC)S(=O)(=O)c1ccc2c(c1)N(CC(=O)NCCCN1CCN(c3cc(C)ccc3C)CC1)C(=O)CO2 | 1%[59 µM] | 4% | -22% | -16% | ? | -14% | 26% | 20% | -4
O=C(CSc1nc2ccccc2c(=O)n1-c1ccccc1)c1c[nH]c2ccccc12 | 12%[59 µM] | 4% | -11% | 0% | -18% | -11% | 17% | -3% | 4
CC(=O)C1=C(O)C(=O)N(CCN2CCOCC2)C1c1ccc(N(C)C)cc1 (stereo not drawn) | . | -3% | ? | . | ? | -6% | 16% | 55%[activator] | 4
OCC[C@@H]1C[C@@H](O)[C@H](O)[C@@]2(CCCO2)O1 | . | 0% | -11% | . | 8% | -35% | 62%[activator] | -3% | -3
Cc1nn(Cc2ccc(C(=O)Nc3ccccc3C(F)(F)F)o2)c(C)c1Br | -1% | -7% | -7% | -2%[57.1 µM] | -4% | 14% | 21% | . | -2
Cc1ccc2nc(C3CCCN(C(=S)Nc4ccccc4C)C3)[nH]c2c1 (stereo not drawn) | -34%[0.501 µM] | . | -19% | -38% | 19% | -20% | 32% | 33%[activator] | -2
Cc1ccc(NC(=O)NC(=O)CN2C(=O)NC3(CCCCCCC3)C2=O)c(C)c1 | 27%[59 µM] | . | -12% | 10% | 0% | -18% | 19% | 3% | -1
O=C(O)c1cc(-c2ccc(-c3c(-c4ccc5c(c4)OCO5)noc3-c3ccsc3)cc2)nc2ccccc12 | 56µM* | -1% | 89µM* | ? | ? | -26% | -2% | 4% | 0
Cc1ccc(OCc2ccc(C(=O)Nc3nc4ccccc4n3Cc3ccccc3)o2)c([N+](=O)[O-])c1 | 42%[12.7 µM] | -5% | -1% | -3% | 10% | -26% | 41% | -10% | -1
Cn1c(=O)[nH]c(=O)c2c1nc1n2CCCN1CCc1ccccc1 | -8% | 4% | -17% | ? | -10% | 45% | 5% | 15% | -1
Cc1ccc2[nH]c(O)c(N=Nc3ccccc3[N+](=O)[O-])c2c1 | . | . | -22% | . | -22% | -18% | 12% | -1% | -5
COc1ccc(S(=O)(=O)N2CCCCCC2)cc1C(=O)NCc1cccs1 | 7%[12.7 µM] | 11%[15.4 µM] | 2% | -7% | -23% | -4% | 47%[activator] | -4% | -6
COc1ccc(C(NCC(=O)NC(C)c2ccc(Cl)cc2)c2ccccc2)cc1 (stereo not drawn) | 6%[2.33 µM] | -4% | 25µM* | 79µM* | ? | 31% | ? | 15% | -1
O=C(CCCc1ccccc1)Nc1ccc(Br)cc1F | -149% | 9% | ? | -24% | . | ? | 7% | ? | -4
O=C(Cn1cc(S(=O)(=O)Cc2cccc(Cl)c2)c2ccccc21)NCc1ccccc1Cl | 3%[59 µM] | 3% | -15% | -2% | -21% | 7% | 13% | 3% | -2
CCc1c(C)nc2ncnn2c1N1CCCC(C(=O)NCc2ccc3c(c2)OCO3)C1 (stereo not drawn) | 13% | 0% | -9% | 5% | -2% | 10% | 37%[activator] | -2% | -2
O=C(CS)Nc1ccc2ccccc2c1 | 15% | 10% | ? | 11% | 6% | ? | 16%[57 µM] | -13% | -4
Clc1ccccc1CSc1nnc(-c2cccnc2)n1Cc1ccco1 | ? | -4% | ? | -6% | -18% | -51% | 23% | -2% | -29
O=C(COC(=O)CCC(=O)c1cccs1)Nc1ccc(F)c(F)c1F | . | 8% | 1% | . | -9% | 11% | 44%[activator] | -6% | 0
O=C(CCNC(=O)c1ccc(Br)cc1)Nc1ccccc1N1CCOCC1 | -30% | 15% | -25% | ? | -23% | -28% | 25% | 0% | 5
CCN(CC)S(=O)(=O)c1cccc(-c2nnc(SCCOc3ccccc3C)o2)c1 | 22%[59 µM] | -3% | 8% | 9% | 6% | 16% | 39% | 2% | 5
CCOC(=O)c1sc2nc(-c3ccco3)c3c(c2c1N)CC(C)(C)OC3 | ? | -12% | -24% | -11% | ? | ? | 20% | -4% | -19

An excerpt from above in order of SMILES length, descending.
structure | G9a inh | ERG Ets-DNA blk | JMJD2A Tudor | BAZ2B inh | 12-LOX inh | RGS4 inhibitor | HP1b binding inh | GLS inhibitor | PI4K2A block
CCN(CC)S(=O)(=O)c1cccc(-c2nnc(SCCOc3ccccc3C)o2)c1 | 22%[59 µM] | -3% | 8% | 9% | 6% | 16% | 39% | 2% | 5
CCOC(=O)c1sc2nc(-c3ccco3)c3c(c2c1N)CC(C)(C)OC3 | ? | -12% | -24% | -11% | ? | ? | 20% | -4% | -19
O=C(CCCc1ccccc1)Nc1ccc(Br)cc1F | -149% | 9% | ? | -24% | . | ? | 7% | ? | -4
